Bioassay records deposited in PubChem BioAssay by National Center for Advancing Translational Sciences (NCATS).
GAA glycogen = alters human alpha-glucosidase cleavage of glycogen | recombinant GAA, glycogen substrate, Amplex Red glucose oxidase fluorescence | Potency, µM (highest dose often 76.4 µM), without a hit: top-dose activity change, negative = inhibition, most hits filed as inhibitors | 300,000 tested, 0.38% active | AID 2100;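 also: 0% = full enzyme reaction and -100% = no-enzyme basal signal; the screen sought inhibitors and activators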
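Recombinant human enzyme (4 nM); glycogen substrate; 37 C, 40 min, pH 5.0. Readout: coupled glucose oxidase/Amplex Red fluorescence.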
TR SRC2 fluor cs = counter-screen for TRb-SRC2 inhibitors: fluorescence interference; TRb/SRC2 Texas Red total fluorescence interference; Potency, µM (top dose mostly 106 µM), without a hit: at the top dose fluorescence change, negative = quenching; 280,000 tested, 0.29% active; AID 1479; active = well fitted curve in either direction with a large enough effect; inconclusive = small, poorly fitted or top-dose-only effect
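Flags fluorescent or light-absorbing compounds by total fluorescence, S + 2P, at 555 nm excitation and 632 nm emission. Mixture: 20 nM Texas Red SRC2 peptide, 0.6 uM human TRb LBD, 1 uM T3, 5% DMSO; compound exposure 5 h at ambient temperature.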
TRb SRC2 PPI = TRbeta-SRC2 interaction inhibition; TRbeta-SRC2 peptide binding, fluorescence polarization; receptor liganded with 1 µM T3; Potency, µM (series often up to 106 µM), without a hit: top-dose activity change, negative = inhibition, usual class: inhibitors; 280,000 tested, 0.065% active; AID 1469;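 also: plate controls were bound peptide for no effect and peptide without receptor for full effect; nearly all actives have a fitted effect of over 50% in size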
Target sequence (P10828 whole entry, looked up): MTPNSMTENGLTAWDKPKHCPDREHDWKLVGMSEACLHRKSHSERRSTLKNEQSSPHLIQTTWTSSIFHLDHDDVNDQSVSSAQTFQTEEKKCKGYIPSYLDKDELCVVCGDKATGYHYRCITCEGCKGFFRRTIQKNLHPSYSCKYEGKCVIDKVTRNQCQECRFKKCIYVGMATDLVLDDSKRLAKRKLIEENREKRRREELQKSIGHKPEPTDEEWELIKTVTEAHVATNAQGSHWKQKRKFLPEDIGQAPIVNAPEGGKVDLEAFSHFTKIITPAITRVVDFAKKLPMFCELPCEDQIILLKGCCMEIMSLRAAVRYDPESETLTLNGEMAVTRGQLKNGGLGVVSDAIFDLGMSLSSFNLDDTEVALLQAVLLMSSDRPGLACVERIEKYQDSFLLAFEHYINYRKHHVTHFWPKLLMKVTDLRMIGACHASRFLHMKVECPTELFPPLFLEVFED
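Each compound concentration gave % activity, normalized to unbound and bound Texas Red SRC2 controls, from polarization read after 5 hr ambient incubation with T3-loaded human TRb LBD.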
* marks the source's active call; other numbers are inactive results; ? = inconclusive; & = joins results of further samples; [ ] = another dose, or the depositor's remark. Unless noted, calls follow the shape of the dose curve; as a rule, active = well fitted curve in the direction sought with a large enough effect; inconclusive = small, poorly fitted or top-dose-only effect, or another doubt; inactive = no such curve, though single readings can be large; an effect the other way counts as inactive or inconclusive. Unless noted, % is scaled to controls: 0 for no effect and ±100 for the full control effect; potency is read from the fitted curve at half-maximal effect. Not all compounds are listed; the hit share may differ from the screen's.

Values in the order – GAA glycogen, TR SRC2 fluor cs, TRb SRC2 PPI
Cc1ccc(-c2nc3cc(NC(=O)c4cc(Br)ccc4Cl)ccc3o2)cc1
→ 17.9%[76.3 µM], -19.4%, -0.9%
CCC(C)Cn1c(/C=C/c2ccccc2)nc2ccccc21 (stereo unspecified)
→ -0.9%[76.3 µM], -4.3%, 5.2%
O=C(NC1(C(F)(F)F)N=C(c2ccccc2)N(Cc2ccccc2)C1=O)c1ccc(F)cc1 (stereo unspecified)
→ 6.0%[76.3 µM], -30.0%, -2.0%
CCc1ccccc1NC(=O)C1CCN(c2cnccn2)CC1
→ -0.3%&9.8%[76.3 µM], ?, -4.6%
Cn1c(=O)c2sccc2n2c(CCCC(=O)Nc3ccc(F)c(F)c3)nnc12
→ 2µM*, -1.5%, 6.5%
COC(=O)c1ccc(Cn2nnc3c(=O)[nH]c(C4CCCN(S(=O)(=O)c5ccccc5)C4)nc32)cc1 (stereo unspecified)
→ -4.6%&-1.4%[76.3 µM], 4.7%, -7.1%
CCn1c(C(=O)NCc2ccccc2Cl)cc2sc(Cl)cc21
→ 7.1%[76.3 µM], 7.2%, 2.6%
CCCN(CCC)C(=O)C1CCCN(S(=O)(=O)c2cc(Br)cc3c2N(C(=O)CC)CC3)C1 (stereo unspecified)
→ 15.6%[76.3 µM], -30.3%, 1.1%
COc1ccc(C(=O)N(Cc2ccc(N(C)C)cc2)CC2CCCO2)cc1 (stereo unspecified)
→ ?, -0.5%, 1.7%
O=C(OCc1ccccc1F)c1ccc(-c2nnn(Cc3ccccc3)n2)cc1
→ -0.4%[76.3 µM], -74.7%[53 µM], -21.1%[53 µM]
Cc1ccccc1C(=O)N(Cc1nc(-c2ccc(Cl)cc2)no1)C(C)C
→ 8.5%[76.3 µM], 3.2%, -6.4%
Cc1ccc(NC(=O)Cn2c(-c3cncs3)nc3ccccc32)c(Br)c1
→ 15.5%[76.3 µM], -0.8%, -12.4%
CCc1ccc2oc(C(=O)Nc3cccc(C(F)(F)F)c3)cc(=O)c2c1
→ 15.8%[76.3 µM], 3.1%, ?
Cc1ccc(NC(=O)c2ccc(CNS(=O)(=O)c3ccc4c(c3)C(C)(C)C(=O)N4C)cc2)cc1
→ -4.4%[76.3 µM], -0.1%, 1.1%
COc1cc2[nH]c(=O)n(CCCCCC(=O)N3CCN(c4ccc(Cl)cc4)CC3)c(=O)c2cc1OC
→ 16.9%[76.3 µM], -2.1%, -0.8%
Cc1cc(C(F)F)n2nc(C(=O)Nc3cccc(Cl)c3C)nc2n1
→ -7.6%[76.3 µM], 4.6%, -3.1%
CCc1ccc(NC(=O)CSc2cn(CC(=O)N3CCOCC3)c3ccccc23)cc1
→ 13.3%[76.3 µM], -2.7%, 4.3%
NC(=O)C1(N2CCCCC2)CCN(C(=O)Nc2ccc(C(F)(F)F)cc2)CC1
→ 12.6%[76.3 µM], -16.5%, 2.2%
CCc1ccc(-n2nc3cc(C)c(NC(=O)c4cc(OC)cc(OC)c4)cc3n2)cc1
→ 9.2%[76.3 µM], -8.0%, -3.1%
Cc1cc(C)c2oc(C(=O)Nc3sc4c(c3C(=O)NCc3ccco3)CCCC4)cc(=O)c2c1
→ 3.8%[76.3 µM], -5.2%, 9.0%
Cc1cc(C)c(NC(=O)Cn2c(=O)n(Cc3ccc(C(=O)NCc4ccc5c(c4)OCO5)cc3)c(=O)c3ccccc32)c(C)c1
→ 9.6%[76.3 µM], -10.4%, 3.8%
CCCOc1ccc(C2c3c(oc4ccccc4c3=O)C(=O)N2c2nc(C)c(C(=O)OCC)s2)cc1 (stereo unspecified)
→ -7.6%[76.3 µM], 4.7%, 3.5%
CCOC(=O)c1c(-c2ccccc2)oc2ccc(OCc3ccccc3Br)cc12
→ 11.5%[76.3 µM], -12.0%, -1.1%
COc1ccc(CNC(=O)C2CCN(Cc3nc(-c4ccc(OC)c(OC)c4)oc3C)CC2)cc1
→ -6.5%[76.3 µM], -3.0%, -1.8%
COc1ccc(NC(=O)CCS(=O)(=O)c2nc(-c3cccs3)cc(C(F)(F)F)n2)cc1OC
→ -3.2%[76.3 µM], -3.0%, -3.4%
Cc1c(C(=O)NCCc2ccc(S(N)(=O)=O)cc2)sc2nc3n(c(=O)c12)CCCC3
→ 8.0%[76.3 µM], ?, 9.2%
CC1CC(=O)N(CC(=O)Nc2ccc(OC(F)(F)F)cc2)c2ccccc2S1 (stereo unspecified)
→ 6.6%[76.3 µM], 6.3%, 6.0%
CCOc1cccc(C(=O)Nc2nc3c(s2)CC(C(C)(C)C)CC3)c1 (stereo unspecified)
→ -29.7%[76.3 µM], -0.2%, -1.9%
COc1ccc(OC)c(C(=O)c2c(N)c(-c3nc(-c4ccc(C)c(C)c4)cs3)c3ccccn23)c1
→ -1.4%[76.3 µM], -1.8%, 1.8%
O=C(Nc1ccc2[nH]c(=O)c(=O)[nH]c2c1)c1cccc(F)c1
→ 0.7%[76.3 µM], -2.7%, -8.7%
COc1ccc(NC(=O)C(=O)NCC(c2cccnc2)N2CCc3ccccc3C2)cc1 (stereo unspecified)
→ 12.9%[76.3 µM], -39.4%, -6.6%
CC(C)CNC(=O)CCSc1nc(-c2ccc3c(c2)OCO3)cc(C(F)(F)F)n1
→ -7.6%[76.3 µM], ?, -12.1%
Cc1nc2c(-c3ccccc3)c(C)nn2c(C)c1CCC(=O)NCc1ccc(Cl)cc1
→ 16.4%[76.3 µM], -3.1%, -5.8%
Cc1ccccc1C(=O)Nc1cc2c(cc1N1CCOCC1)n(C)c(=O)n2C
→ 19.8%[76.3 µM], -3.0%, -2.5%
O=C(Nc1ccc(F)cc1F)c1cc2c(=O)n3ccccc3nc2s1
→ 12.9%[76.3 µM], -18.0%, 2.4%
COc1cccc(CNC(=O)CCc2cn(Cc3ccccc3Cl)c3ccccc23)c1
→ -5.8%[76.3 µM], -2.9%, 4.0%
CCc1ccc(C(=O)Nc2ccc3nn(-c4ccc(C)c(Cl)c4)nc3c2)cc1
→ -8.0%[76.3 µM], ?, -3.9%
COc1cc(NC(=O)Nc2nnc(N3CCCCC3)s2)cc(OC)c1
→ -3.1%[76.3 µM], 0.7%, -7.7%
O=C(Nc1ccc(OC(F)(F)F)cc1)c1cc2c(=O)n3ccccc3nc2s1
→ 11.5%[76.3 µM], -8.2%, 2.7%
CCOC(=O)c1ccc(NC(=O)CC2C(=O)N(c3cccc(OC)c3)C(=O)N2C2CCCCC2)cc1 (stereo unspecified)
→ 3.8%[76.3 µM], -1.6%, 6.1%
CCCCn1c(=O)c2oc3ccccc3c2n(Cc2ccc(C)cc2)c1=O
→ 16.0%[76.3 µM], 0.3%, 2.7%
Cc1ccc(CSc2cn(CC(=O)N3CCCCC3)c3ccccc23)cc1
→ -3.2%[76.3 µM], -2.0%, 8.3%
Cc1ccc(OC(=O)CSc2nnc(-c3ccc4c(c3)OCO4)o2)cc1
→ 13.2%[76.3 µM], -0.3%, 5.6%
O=C(Cc1cccs1)Nc1c(C(=O)Nc2ccc(F)cc2)oc2ccccc12
→ -7.6%[76.3 µM], -0.6%, -3.6%
Cc1ccc(N(Cc2cccs2)C(=O)c2ccccc2[N+](=O)[O-])cc1
→ 8.0%[76.3 µM], 0.4%, -4.7%
CC(C)c1ccc(NC(=O)CNC(=O)Cn2ccc3ccccc3c2=O)cc1
→ -0.5%, -1.4%, 1.4%
COc1ccc(C2CC(=O)c3cc(-c4nc(-c5cccc([N+](=O)[O-])c5)cs4)c(=O)n(-c4ccc(F)cc4)c3C2)cc1 (stereo unspecified)
→ -0.6%[76.3 µM], 0.6%, -4.2%
CCOc1ccc(C(=O)NCCn2cc(SCC(=O)NCCc3ccc(OC)c(OC)c3)c3ccccc32)cc1
→ 3.0%[76.3 µM], -5.4%, 9.5%
O=C(Nc1ccc2oc(-c3ccc(Cl)cc3)nc2c1)c1ccc2ccccc2c1
→ 17.1%[76.3 µM], 2.6%, 1.4%
Cc1ccccc1-c1ccnc2[nH]n(-c3ccccc3)c(=O)c12
→ 1.8%, 1.9%, 4.0%

Following part:
Values in the order – GAA glycogen, TR SRC2 fluor cs, TRb SRC2 PPI
CCOC(=O)Cc1ccc(NC(=O)N2CCC(CN3CCCCCC3)CC2)cc1
→ 10.9%[76.3 µM], -13.5%, 1.9%
COc1ccc(CCNC(=O)c2ccc3c(c2)N(Cc2ccc(Cl)cc2)CCS3)c(OC)c1
→ 1.4%[76.3 µM], 0.6%, -2.2%
O=c1oc2ccc3ccccc3c2cc1-c1nnc(Nc2ccccc2)s1
→ 3.0%[76.3 µM], -9.4%, 2.2%
Cc1ccc(CSc2nc3cccnc3n2Cc2ccc(C(=O)NC3CCCCC3)cc2)cc1
→ 9.5%[76.3 µM], 9.2%, -3.1%
Cc1cc2oc(C(=O)Nc3sc4c(c3C(=O)NCc3ccccc3)CCCC4)cc(=O)c2cc1C
→ 8.3%[76.3 µM], -19.2%, 3.6%
Cc1cccc(OC(=O)c2cc(-c3ccc4c(c3)OCCO4)on2)c1C
→ -4.4%[76.3 µM], 4.9%, -2.2%
CCOc1ccc(NC(=O)CCc2c(C)nc3cc(-c4ccc(Cl)cc4)nn3c2C)cc1
→ -0.2%[76.3 µM], -0.2%, -3.4%
COc1ccc(Nc2nc3ccccc3nc2NS(=O)(=O)c2ccc(Cl)cc2)cc1OC
→ -16.5%[76.3 µM], -5.0%, 3.8%
CCOC(=O)c1c(NC(=O)/C=C/c2ccc(OCC)cc2)sc2c1CCCC2
→ 14.4%[76.3 µM], -0.1%, -2.1%
CCOC(=O)Cn1cnc2onc(-c3ccc(F)cc3)c2c1=O
→ -8.6%[76.3 µM], 2.3%, 1.9%
COc1ccc(CCNC(=O)CCCn2c(=O)c3ccccc3n(CC(=O)Nc3ccccc3C)c2=O)cc1OC
→ 6.4%[76.3 µM], -7.8%, 11.0%
CCN1C(=O)c2ccccc2S(=O)c2ccc(C(=O)NCc3ccc(F)cc3)cc21 (stereo unspecified)
→ 18.2%[76.3 µM], 4.6%, -5.2%
CN1C(C(=O)c2ccccc2)=C(NC(=O)c2ccc(F)cc2)c2ccccc2S1(=O)=O
→ -7.9%[76.3 µM], 1.2%, 9.0%
COc1ccc(CNC(=O)c2ccc(Cn3c(=O)c4cccn4c4cccnc43)cc2)c(OC)c1
→ -5.8%[76.3 µM], -0.4%, 3.7%
Cc1cccc(-c2noc(-c3ccc(NCc4cccnc4)c([N+](=O)[O-])c3)n2)c1
→ 14.9%[76.3 µM], -2.1%, 1.2%
CC(C)Nc1ccc(-c2nc(-c3ccncc3)no2)cc1[N+](=O)[O-]
→ -1.5%[76.3 µM], -1.2%, -5.5%
COc1ccc(Cl)cc1S(=O)(=O)Nc1ccc2c(c1)n(C)c(=O)n2C
→ 13.1%[76.3 µM], 0.6%, -8.8%
COC(=O)c1c(NC(C)=O)c2c3c(sc2n1Cc1cc(C)ccc1C)CCCC3
→ -1.0%[76.3 µM], -6.0%, 1.1%
CCN(C(=O)c1sc2nc3n(c(=O)c2c1C)CCCCC3)c1ccc(OC)cc1
→ -6.8%[76.3 µM], -3.1%, -2.7%
COc1ccc2nc(NC(=O)c3nc(SCc4cccc(C)c4)ncc3Cl)sc2c1
→ -2.4%[76.3 µM], -0.8%, -6.2%

Quoted from the listing (2 entries):
Values in the order – GAA glycogen, TR SRC2 fluor cs, TRb SRC2 PPI
Cc1ccc(-c2nc3cc(NC(=O)c4cc(Br)ccc4Cl)ccc3o2)cc1
→ 17.9%[76.3 µM], -19.4%, -0.9%
CCC(C)Cn1c(/C=C/c2ccccc2)nc2ccccc21 (stereo unspecified)
→ -0.9%[76.3 µM], -4.3%, 5.2%

More entries follow:
Values in the order – GAA glycogen, TR SRC2 fluor cs, TRb SRC2 PPI
CCOC(=O)c1ccc(NC(=O)C2CCN(C(=O)N3CC(C)Oc4ccc(C)cc43)CC2)cc1 (stereo unspecified)
→ 14.5%[76.3 µM], ?, -2.6%
COc1cc(NC(=O)c2ccc(C)cc2)ccc1NC(=O)c1cc2ccccc2o1
→ -3.4%, -5.8%, -6.2%
CCc1ccc2oc(-c3ccc(NC(=O)c4ccc(OC)c(Br)c4)cc3)nc2c1
→ 14.5%[76.3 µM], 0.2%, 2.5%
COc1ccc(C(=O)Oc2ccc(C(c3c(C)[nH][nH]c3=O)c3c(C)[nH][nH]c3=O)cc2OC)cc1
→ ?, -2.1%, 2.0%
CCOc1ccc(-n2c(=O)c3c4c(sc3n(Cc3cccc(Cl)c3)c2=O)CCCC4)cc1
→ -3.9%[76.3 µM], -0.5%, 3.0%
CC(=O)c1ccc(NC2=NS(=O)(=O)c3ccccc32)cc1
→ 6.0%[76.3 µM], 0.2%, -11.0%
Cc1ccc(NC(=O)c2cn(-c3ccccc3)nc2-c2ccccc2)cc1
→ -7.6%[76.3 µM], -1.1%, -5.8%
CCOc1ccccc1-c1noc(CSc2nnc(-c3ccccc3)n2-c2ccc(F)cc2)n1
→ -11.7%[76.3 µM], 13.4%, 0.1%
